# Assay outcomes as filed in PubChem.
# West Nile antiviral = West Nile virus antiviral activity, cell-based, CPE readout (AID 1621); West Nile virus-infected cells, CPE inhibition; higher % means a stronger effect; 290,000 compounds, 0.02% hits; CPE inhibition, % at 10 µM, or IC50 in µM where a hit was titrated; in the data active = a potency from the dose series; inconclusive = CPE inhibition mostly from about 3.7% at the one dose, without a potency; inactive = the rest, 99 in 100 with CPE inhibition below about 2.2%; also: strong numbers were not always called active
# SV40 large T antigen = SV40 large T antigen inhibitors, biochemical (AID 1903) | SV40 large T antigen ATPase/helicase inhibition assay; higher % means a stronger effect | inhibition, % at 20 µM; hits with a dose series show IC50 in µM | 310,000 compounds, 0.39% hits; in the data active = a potency from the dose series; inconclusive = inhibition mostly from about 32% at the one dose, without a potency; inactive = the rest, 99 in 100 with inhibition below about 32%; also: strong numbers were not always called active
# UTI89 phage lysis = inhibition of K1F phage lysis, E. coli UTI89, bacterial capsule biogenesis inhibitors, alamar blue (AID 488966); E. coli UTI89 K1F phage lysis, alamar blue, 2 h; higher % means a stronger effect; one-dose inhibition, % at 100 µM; IC50 in µM for titrated hits; 340,000 compounds, 0.02% hits;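 active = phage lysis inhibition, versus mean bacterial control, above a set limit; inconclusive = no clear call, values can overlap the other calls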;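 also: capsule biogenesis inhibitors block K1F phage lysis so surviving cells raise fluorescence; higher fluorescence means more inhibition of phage lysis; actives were called in the ten point dose series up to 300 µM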
# MgcRacGAP inhibition = MgcRacGAP GTPase-activating activity inhibitors, confirmation, biochemical, ADP Hunter fluorescence; MgcRacGAP-stimulated Rac1 GTP hydrolysis, ADP Hunter fluorescence; higher % means a stronger effect; GST-tagged Rac1 F28L mutant substrate; inhibition, % at 30 µM; hits with a dose series show IC50 in µM; 340,000 compounds, 0.6% hits;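 active = first-screen hits whose inhibition reached a set limit at any dose in the follow-up dose series; inconclusive = inhibition above the set first-screen limit but never retested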;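 also: fluorescence reports GDP produced by GAP-driven GTP hydrolysis; strong numbers were not always called active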
# SIAH1 antagonists = Siah-1 peptide-binding antagonists, primary screen, biochemical, fluorescence polarization, rhodamine-plectin, uHTS (AID 1817). Siah-1 / rhodamine-plectin peptide fluorescence polarization; higher % means a stronger effect. one-dose displacement, % at 20 µM; IC50 in µM for titrated hits. 290,000 compounds, 0.02% hits;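 active = displacement of at least 50% at 20 µM, with a fluorescence ratio check between 0.3 and a set limit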;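 also: plate controls were Siah plus tracer with DMSO for no effect and tracer alone without Siah for full effect; strong numbers were not always called active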
# NTR1 agonist = agonists of NTR1, primary screen, imaging, U2OS cells, beta-arrestin-GFP, high content (AID 493036). Neurotensin receptor type 1 (Homo sapiens), P30989. NTR1-U2OS beta-arrestin-GFP spot imaging, agonist mode. activation, % at 20 µM. 330,000 compounds, 0.17% hits;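 active = activation at or above 40% of the spot to cytoplasm intensity ratio, with at least 20 cells analyzed; inconclusive = wells under 20 cells, flagged as cytotoxic or low count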;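 also: 0% = DMSO without peptide and 100% = 100 nM NTR1 peptide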
# Target sequence (P30989 whole entry, looked up): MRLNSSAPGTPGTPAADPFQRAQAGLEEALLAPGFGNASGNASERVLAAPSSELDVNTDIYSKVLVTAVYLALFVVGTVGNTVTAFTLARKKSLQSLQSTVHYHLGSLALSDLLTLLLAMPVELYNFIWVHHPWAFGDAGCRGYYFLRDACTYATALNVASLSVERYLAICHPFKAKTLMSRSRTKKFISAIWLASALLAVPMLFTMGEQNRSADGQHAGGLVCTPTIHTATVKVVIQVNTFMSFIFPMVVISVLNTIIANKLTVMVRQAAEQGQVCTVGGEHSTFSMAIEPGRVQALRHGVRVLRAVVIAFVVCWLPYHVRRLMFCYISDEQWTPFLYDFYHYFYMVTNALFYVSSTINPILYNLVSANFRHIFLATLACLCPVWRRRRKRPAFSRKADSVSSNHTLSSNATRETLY
# RSV antiviral HEp-2 = RSV antiviral activity via CPE protection, HEp-2 cells, primary 10 µM value included (AID 2391). 310,000 compounds, 0.13% hits. HEp-2 cells, RSV-induced CPE inhibition; higher % means a stronger effect. CPE inhibition, % at 10 µM; hits with a dose series show IC50 in µM; in the data active = a potency from the dose series; inconclusive = CPE inhibition mostly from about 23% at the one dose, without a potency; inactive = the rest, 99 in 100 with CPE inhibition below about 21%; also: strong numbers were not always called active
# AID2073 = inhibitors of Mint1-CaV2.2 protein interaction, biochemical, HTRF (AID 2073) | Voltage-dependent N-type calcium channel subunit alpha-1B (Homo sapiens) | HTRF protein-protein interaction, Mint1-CaV2.2; higher % means a stronger effect | inhibition, % at 20 µM, or IC50 in µM where a hit was titrated | 290,000 compounds, 0.19% hits; in the data active = inhibition mostly above about 51%, no sharp cut-off; inconclusive = no clear call, values can overlap the other calls; inactive = mostly below about 53%; also: some results filed as inactive read as strong as hits
# NS5 inhibitors = Dengue-2 NS5 methyltransferase inhibitors, primary screen, biochemical, confirmation dose response (AID 588689) | Genome polyprotein (Dengue virus type 2 (strain 16681-PDK53)) | Dengue-2 NS5 methyltransferase capping enzyme assay, biochemical; higher % means a stronger effect | inhibition, % at 25 µM, or IC50 in µM where a hit was titrated | 340,000 compounds, 0.3% hits; in the data active = a potency from the dose series; inconclusive = inhibition above about 29% without an active follow-up result
# NTR1 agonist cell count 20 µM = further read-out of NTR1 agonist, marked with its call; cell count; measured here: cell count, cytotoxicity flag
# The depositor's hits bear a star; ? = inconclusive; . = not tested or not shown; [ ] = remark or other dose. Hits appear at their usual frequency; about 1.6% have a hit in one of these screens.
canonical_smiles	West Nile antiviral	SV40 large T antigen	UTI89 phage lysis	MgcRacGAP inhibition	SIAH1 antagonists	NTR1 agonist	NTR1 agonist cell count 20 µM	RSV antiviral HEp-2	AID2073	NS5 inhibitors
COC(=O)c1ccccc1NC(=O)C1CC(c2ccccc2O)=NO1 (stereo not drawn)	-0.3%	11%	0.2%	3%	-2%	1.3	39	1.9%	7%	-4%
CCOC(=O)C1(CCCc2ccccc2)CCN(C(=O)CCc2cnccn2)CC1	-1.1%	1%	0.0%	-6%	-10%	-1.4	72	1.1%	-3%	-4%
CCCCNc1c(-c2ccc(-c3ccc(C(C)=O)cc3)c(OC)c2)nc2cnccn12	.	5%	-0.7%	0%	.	13	49	-1.4%	.	-11%
CCN(Cc1ccc(OC)c(F)c1)C(=O)C1CCCO1 (stereo not drawn)	-0.1%	7%	1.3%	5%	2%	-0.5	47	0.3%	-5%	-7%
COc1ccc(C2=NOC(C(=O)Nc3cccnc3)C2)cc1 (stereo not drawn)	-0.5%	-3%	0.2%	3%	-3%	-1.4	62	1.0%	-20%	9%
CCOC(=O)/C(=N\Nc1ccccc1Cl)N1CC(C)OC(C)C1 (stereo not drawn)	-0.8%	14%	0.1%	-1%	-5%	6.3	66	3.3%	-10%	-1%
CC(=O)Nc1ccc(NC(=O)C(C)OC(=O)[C@@H]2CCCN2C(=O)c2cccs2)cc1 (stereo partly drawn)	.	.	-1.6%	2%	.	1.1	50	.	.	-3%
CC1CCN(CC(=O)Nc2cccc(Cl)c2)CC1	-0.7%	37%	0.2%	5%	2%	0.2	56	-0.9%	-2%	-6%
O=C(O)CC1C(=O)NCCN1C/C=C/c1ccccc1 (stereo not drawn)	0.0%	6%	-5.2%	4%	14%	-1.3	68	0.3%	-2%	-4%
CC(C)[C@H](NC(=O)c1ccccc1F)C(=O)NCCc1ccccc1	-0.9%	3%	0.1%	8%	-2%	1.4	43	5.3%	12%	-6%
CC(=O)c1ccc(N2C(=O)C3C(C2=O)C(C(=O)c2ccc(Cl)cc2)N2CCCC32)cc1 (stereo not drawn)	-0.4%	8%	.	.	4%	.	.	.	15%	.
CCCCN1CC(O)=C(c2nc3ccccc3s2)C1=N	-0.6%	-3%	1.4%	6%	-1%	-2.6	84	4.4%	0%	-10%
Oc1ccc(C[C@H]2CNCCN2CCc2cccc(F)c2)cc1	.	12%	-0.1%	10%	.	7.2	101	-2.2%	.	-9%
CCCS(=O)(=O)N1CCN(C2CCC(C)CC2)CC1 (stereo not drawn)	0.2%	-2%	12%	232µM*	3%	0.6	42	-1.7%	-8%	0%
Cc1ccc(CN2C(=O)C3CCCN3c3ncccc32)cc1 (stereo not drawn)	-1.4%	5%	0.4%	9%	-2%	0.3	81	9.4%	?	-3%

# Structures from the list above that contain fluorine:
canonical_smiles	West Nile antiviral	SV40 large T antigen	UTI89 phage lysis	MgcRacGAP inhibition	SIAH1 antagonists	NTR1 agonist	NTR1 agonist cell count 20 µM	RSV antiviral HEp-2	AID2073	NS5 inhibitors
CCN(Cc1ccc(OC)c(F)c1)C(=O)C1CCCO1 (stereo not drawn)	-0.1%	7%	1.3%	5%	2%	-0.5	47	0.3%	-5%	-7%
CC(C)[C@H](NC(=O)c1ccccc1F)C(=O)NCCc1ccccc1	-0.9%	3%	0.1%	8%	-2%	1.4	43	5.3%	12%	-6%
Oc1ccc(C[C@H]2CNCCN2CCc2cccc(F)c2)cc1	.	12%	-0.1%	10%	.	7.2	101	-2.2%	.	-9%

# Carrying on:
canonical_smiles	West Nile antiviral	SV40 large T antigen	UTI89 phage lysis	MgcRacGAP inhibition	SIAH1 antagonists	NTR1 agonist	NTR1 agonist cell count 20 µM	RSV antiviral HEp-2	AID2073	NS5 inhibitors
Cc1ccc(/C=N/NC(=S)N2CCOCC2)cc1	0.4%	19%	8.3%	4%	-6%	2.4	48	1.6%	-12%	1%
C/C(=N\NC(N)=S)c1cc(-c2ccccc2)c(-c2ccccc2)s1	1.4%	5%	0.2%	14%	0%	16	64	16%	-3%	2%
COc1ccc(Nc2nc(-c3ccc4c(c3)NC(=O)CO4)cs2)cc1	-0.4%	45%	0.0%	2%	-1%	36	99	18%	-3%	14%
O=C(O)c1cc(-c2ccc(Cl)cc2)n(-c2ccc(F)cc2)n1	-0.4%	29%	0.0%	5%	-4%	0.1	102	-0.2%	39%	8%
c1ccc(-c2nc(N3CCOCC3)c3ccccc3n2)nc1	-0.3%	0%	3.5%	4%	-4%	-0.5	60	5.1%	2%	-6%
COc1ccc(CN(C(=O)Cc2cccs2)C(C(=O)NC2CCCC2)c2ccncc2)cc1 (stereo not drawn)	-0.9%	18%	4.0%	5%	-4%	-0.7	43	0.1%	7%	-1%
COc1ccccc1NS(=O)(=O)c1cc(NC(=O)C2CCCO2)ccc1C (stereo not drawn)	.	.	0.2%[50 µM]	3%	.	-2.2	58	.	.	-5%
CN(C)/N=C/c1cc(Cl)cc([N+](=O)[O-])c1O	0.0%	20%	1.3%[50 µM]	21%	1%	-1.4	54	?	-8%	1%
Cc1cc2nc(CO)[nH]c2cc1C	0.1%	3%	0.2%	6%	-2%	-0.7	50	1.2%	12%	-8%
O=C(NCc1ccc(Cl)cc1)c1ccc2ccccc2n1	-1.3%	5%	0.8%	11%	8%	0.7	34	3.8%	-2%	2%
Cc1cc(C)n2nc(C(=O)OCC(=O)N3C(C)CCCC3C)nc2n1 (stereo not drawn)	.	21%	0.9%[50 µM]	4%	.	-0.8	68	-1.1%	.	4%
Cc1nn2c(c1-c1ccccc1)NC1=C(C(=O)CCC1)C2c1ccccc1 (stereo not drawn)	2.0%	20%	3.9%	2%	2%	-0.2	72	1.4%	44%	-5%
CCCn1cc(SCC(=O)NCc2ccc3c(c2)OCO3)c2ccccc21	2.0%	0%	-1.3%	4%	6%	1.4	95	0.9%	-3%	-2%
CC(=O)Nc1ccc(S(=O)(=O)N(C)CC(=O)Nc2cccc(S(=O)(=O)N3CCCC3)c2)cc1	.	19%	1.7%[50 µM]	2%	.	0.3	58	0.9%	.	1%
O=C1NC(=Nc2cccc(O)c2)S/C1=C\c1cccc([N+](=O)[O-])c1	0.8%	10%	-0.1%	6%	20%	11	87	63%	15%	1%

# Shown as a hit in MgcRacGAP inhibition (from the list above):
structure	West Nile antiviral	SV40 large T antigen	MgcRacGAP inhibition	SIAH1 antagonists	RSV antiviral HEp-2	AID2073	NS5 inhibitors
CCCS(=O)(=O)N1CCN(C2CCC(C)CC2)CC1 (stereo not drawn)	0.2%	-2%	232µM*	3%	-1.7%	-8%	0%

# Next structures.
canonical_smiles	West Nile antiviral	SV40 large T antigen	UTI89 phage lysis	MgcRacGAP inhibition	SIAH1 antagonists	NTR1 agonist	NTR1 agonist cell count 20 µM	RSV antiviral HEp-2	AID2073	NS5 inhibitors
COC(=O)CCCC1=CC2=C(c3ccccc3)C(=O)C(C)(OC(=O)C3CCCC3)C(=O)C2=CN1c1ccc(OC)cc1 (stereo not drawn)	-0.1%	30%	1.3%	3%	-1%	4.2	80	-0.2%	0%	6%
CCCCC1(C)Nc2ccccc2-c2nc3ccccc3n21 (stereo not drawn)	-0.1%	8%	9.2%	7%	3%	4.0	78	4.9%	14%	-2%
Cc1nc2c(=O)oc3ccccc3c2n1-c1ccccc1	-0.4%	7%	-0.7%	-1%	5%	1.0	52	1.3%	-1%	4%
O=C(CCNS(=O)(=O)c1ccc(F)c(F)c1)NCCN1CCOCC1	.	.	0.6%[50 µM]	7%	.	-0.2	38	.	.	2%
CSc1ccccc1C(=O)OCC(=O)N1CCCCCC1	.	.	0.8%	-1%	.	-0.6	54	.	.	-9%
COC(=O)c1cccc(NC(=O)NC23CC4CC(CC(C4)C2)C3)c1	0.0%	6%	1.3%	3%	-9%	-3.9	91	2.5%	-5%	-2%
CC(C)c1ccc(S(=O)(=O)c2cc3cc(Br)ccc3oc2=O)cc1	-0.2%	-2%	0.2%	2%	-3%	7.6	65	11%	22%	1%
CCCNC(=O)c1c(O)c2c([nH]c1=O)CCCC2	-0.4%	2%	0.3%	4%	4%	0.6	48	6.3%	-18%	-2%
C/C(=N\NC(=O)c1ccc(CSc2nncn2C)cc1)c1ccc(Cl)cc1	0.1%	1%	-0.4%	12%	5%	-0.6	91	5.3%	-4%	3%
C/C(=N/NC(=O)CN1CCN(Cc2ccccc2Cl)CC1)c1cccnc1	0.3%	-1%	0.3%	2%	2%	0.4	54	.	6%	-4%
CCOc1ccc(C(=S)NC2CCCCC2)cc1OC	-0.2%	49%	0.5%	3%	-2%	1.0	79	1.6%	-21%	1%
O=C(NN1CCOCC1)c1cc(-c2cccc(Cl)c2)nc2ccccc12	0.8%	11%	-0.2%	10%	5%	-0.1	59	-0.9%	-3%	2%
COc1ccc(Br)cc1S(=O)(=O)NCCCN1CCOCC1	0.1%	4%	0.4%	-1%	3%	-1.2	31	0.4%	7%	-10%
Cc1cccc(OCCCN2CCOCC2)c1	0.3%	2%	-0.1%	8%	-3%	0.0	68	0.1%	5%	3%
Cc1cc(N2C(=O)C(=O)/C(=C(/O)c3ccccc3)C2c2cccs2)no1 (stereo not drawn)	0.3%	7%	3.5%	8%	2%	3.0	54	3.0%	10%	0%

# Remaining list, next part.
canonical_smiles	West Nile antiviral	SV40 large T antigen	UTI89 phage lysis	MgcRacGAP inhibition	SIAH1 antagonists	NTR1 agonist	NTR1 agonist cell count 20 µM	RSV antiviral HEp-2	AID2073	NS5 inhibitors
Cc1ccc2c(c1)-c1c(cnn1CC(=O)N1CCCN(Cc3ccccc3F)C1)CO2	0.1%	7%	3.9%	-2%	-2%	5.2	64	0.3%	4%	5%
O=C(CN1CCN(C(c2ccccc2)c2ccccc2)CC1)NCc1ccccc1	-0.9%	-12%	-1.6%	4%	-2%	0.1	39	3.7%	-8%	0%
CCN1CCN(CC(=O)Nc2cc(S(=O)(=O)N(CC)c3ccccc3)ccc2Cl)CC1	.	.	0.1%	5%	.	2.5	58	.	.	-10%
Cc1ccc(C)c(OCCC(=O)NCCc2ccc(F)cc2)c1	-0.9%	25%	-0.5%	7%	-2%	0.7	57	1.4%	7%	-3%
Nc1nc(Nc2ccccc2F)nc(N2CCOCC2)c1[N+](=O)[O-]	0.5%	9%	0.5%	13%	6%	0.1	64	.	12%	-4%
CCOc1ccccc1NC(=S)NCCCn1ccnc1	0.4%	3%	0.0%	8%	2%	1.3	39	2.2%	5%	2%
COc1ccc(-c2nc(C)ncc2-c2ccccc2)c(O)c1	-0.5%	2%	-0.1%	8%	-2%	0.5	86	1.7%	6%	-8%
